# Screening data: PubChem, National Center for Advancing Translational Sciences (NCATS)
# mIDH1 inhibitor = inhibitors of human mutant IDH1 R132H | Potency, µM (highest dose often 76.6 µM), without a hit: at the top dose activity change, negative = inhibition, usual class: inhibitors | IDH1-R132H enzyme, NADPH consumption, diaphorase/resazurin fluorescence | O75874 | 0.093% of 390,000 active | AID 602179; further: potency means the concentration at half of the fitted maximal effect; on the % scale 0 is the no-effect control and ±100 the full control effect; nearly all actives have a fitted effect of over 65% in size
# Target sequence (O75874 whole entry R132H, stated change not applied): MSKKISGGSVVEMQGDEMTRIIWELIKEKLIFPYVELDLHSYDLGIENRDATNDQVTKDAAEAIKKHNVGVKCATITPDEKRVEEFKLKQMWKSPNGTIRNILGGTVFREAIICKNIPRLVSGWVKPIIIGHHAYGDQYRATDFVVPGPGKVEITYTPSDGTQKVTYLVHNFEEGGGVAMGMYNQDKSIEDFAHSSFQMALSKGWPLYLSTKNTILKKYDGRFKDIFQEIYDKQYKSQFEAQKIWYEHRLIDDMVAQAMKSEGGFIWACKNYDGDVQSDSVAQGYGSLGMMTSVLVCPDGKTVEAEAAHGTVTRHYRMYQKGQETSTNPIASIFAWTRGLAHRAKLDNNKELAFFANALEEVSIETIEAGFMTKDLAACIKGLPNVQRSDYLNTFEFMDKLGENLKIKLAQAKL
#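 IDH1-R132H (0.5 ug/mL dispensed) in pH 7.5 Tris buffer was preincubated 30 min with compound, then given a substrate mix of 0.016 mM NADPH and 2 mM alpha-KG for 80 min at room temperature; remaining NADPH was read by diaphorase/resazurin fluorescence.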
# USP1-UAF1 inh = inhibitors of human USP1/UAF1 deubiquitinase; O94782; recombinant USP1/UAF1, Ub-Rhodamine cleavage fluorescence; Potency, µM (top dose mostly 57.1 µM), for inactives: top-dose activity change, negative = inhibition, most hits filed as inhibitors; 0.23% of 390,000 active; AID 743255; further: potency means the concentration at half of the fitted maximal effect; on the % scale 0 is the no-effect control and ±100 the full control effect; nearly all actives have a fitted effect of over 60% in size; inactives centre near -12
#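 USP1/UAF1 complex (1 nM) preincubated 15 min at room temperature with compound, then Ub-Rho substrate (150 nM final) added. Kinetic fluorescence at 480/540 nm over 6 reads at 60 s intervals; 50 mM HEPES pH 7.8, 0.5 mM EDTA, 0.1 mg/ml BSA, 1 mM TCEP, 0.01% Tween-20.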
# TrxR1 substrate = substrates of rat thioredoxin reductase 1. AID 588456. O89049. Potency, µM (top dose mostly 114 µM), for inactives: at the top dose activity change, negative = substrate turnover. purified TrxR1 substrate turnover, NADPH consumption readout. 0.01% of 390,000 active; further: potency means the concentration at half of the fitted maximal effect; on the % scale 0 is the no-effect control and ±100 the full control effect; nearly all actives have a fitted effect of over 50% in size
# Target sequence (O89049 whole entry, looked up): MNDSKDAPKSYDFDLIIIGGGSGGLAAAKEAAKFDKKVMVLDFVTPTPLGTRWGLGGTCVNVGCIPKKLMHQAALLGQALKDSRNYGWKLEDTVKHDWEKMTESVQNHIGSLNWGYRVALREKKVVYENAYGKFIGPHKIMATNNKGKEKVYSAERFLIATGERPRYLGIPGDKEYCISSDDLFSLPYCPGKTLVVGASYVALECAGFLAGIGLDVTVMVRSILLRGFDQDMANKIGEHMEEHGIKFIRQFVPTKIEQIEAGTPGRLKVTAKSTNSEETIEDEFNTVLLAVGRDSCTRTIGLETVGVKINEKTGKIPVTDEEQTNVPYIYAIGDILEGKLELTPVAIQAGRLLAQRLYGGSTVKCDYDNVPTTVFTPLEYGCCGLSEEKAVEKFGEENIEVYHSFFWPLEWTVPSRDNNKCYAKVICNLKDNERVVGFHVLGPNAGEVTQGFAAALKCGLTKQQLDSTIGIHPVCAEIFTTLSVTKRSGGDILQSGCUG
#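 Rat TrxR1, dispensed at 90 nM, was prereduced with 400 uM NADPH (final) for 5 min at ~22 deg C, then incubated with compound 15 min before 400 uM selenite. A first-read NADPH fluorescence drop versus no-compound background flagged substrates.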
# GLS inhibitor = inhibitors of human glutaminase (GLS). 0.21% of 410,000 active. GLS enzymatic activity, qHTS titration. Potency, µM (series often up to 45.5 µM), for inactives: at the highest dose activity change, negative = inhibition, most hits filed as inhibitors. O94925; further: potency means the concentration at half of the fitted maximal effect; on the % scale 0 is the no-effect control and ±100 the full control effect
#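 Two-point fluorescence kinetic (t0, 30 min RT) for hKGA; glutamate detected via glutamate oxidase–HRP–Amplex Red. Substrate: 1 mM L-glutamine solution; buffer 45 mM KH2PO4, pH 8.2.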
# Pin1 inhibitor = human Pin1 inhibition. Q13526. Pin1 FP peptide displacement, HiFluor488, 10 min. Potency, µM (titrated, usually from 115 µM), without a hit: top-dose activity, negative = inhibition, usual class: inhibitors. 0.009% of 390,000 active; active means well fitted inhibition curve with a large enough effect in the polarisation, with a control signal flat, not every such curve was filed as active; inconclusive means small, poorly fitted or top-dose-only effect, or effect the other way, or a change in a side signal; inactive means no such curve, though single readings can be large or run the other way; the % refers to the polarisation; further: potency means the concentration at half of the fitted maximal effect; on the % scale 0 is the no-effect control and ±100 the full control effect
# PI4K2A inh = blocks human PI4K2A kinase activity; activity change, negative = inhibition, % at 76.9 µM; purified PI4K2A, ADP-Glo luminescence, 1 h; hits give low values; Q9BTU6; 0.13% of 420,000 active; AID 1346378; in the data active means activity change below about -50%; inconclusive means mostly about -30% to -49%;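 further: -100% = wells without enzyme as full effect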
#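 PI4K2A activity was measured by ADP-Glo luminescence: enzyme (4 ug/mL stock) and phosphatidylinositol (1.2 mM stock) in Tris pH 7.5/MgCl2/EGTA/Triton X-100 buffer were reacted with ATP (300 microM stock) for one hour at ambient temperature.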
# Tb PGK inh = T. brucei PGK inhibition; 0.043% of 380,000 active; Potency, µM (top dose mostly 57.5 µM), for inactives: at the top dose activity change, negative = inhibition, hits mostly inhibitors; PGK/GAPDH coupled, Kinase-Glo luminescence, 60 min; P07378; further: potency means the concentration at half of the fitted maximal effect; on the % scale 0 is the no-effect control and ±100 the full control effect; nearly all actives have a fitted effect of over 60% in size
#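 Luminescent ATP detection (Kinase-Glo Plus) follows a 60-minute room-temperature incubation, with wells lacking PGK as controls. Buffer: 100 mM TEA (pH 7.6), 5 mM MgCl2, 0.01% Tween-20. Coupling enzyme GAPDH (100 nM final) supplies unstable 1,3-BPG in-well.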
# HP1b chromo inh = blocks HP1-beta chromodomain binding to methylated histone tails. Potency, µM (titrated, usually from 114 µM), without a hit: at the top dose activity change, negative = inhibition, most hits filed as inhibitors. 0.56% of 390,000 active. P83916. AlphaScreen HP1-beta / biotin-H3K9me3 peptide binding; further: potency means the concentration at half of the fitted maximal effect; nearly all actives have a fitted effect of over 70% in size; inactives centre near 23
#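 HP1-beta protein (50 nM final) preincubated 30 min at room temperature with biotinylated H3(1-18)K9me3 peptide (50 nM) in PBS pH 7.4, 0.01% Tween-20, then compound added for 30 min. AlphaScreen streptavidin donor/nickel chelate acceptor beads (10 ug/mL final), 30 min dark, luminescence read.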
# rTrxR1 inhibitor = rat TrxR1 inhibition; O89049; recombinant rTrxR1, NADPH fluorescence consumption, selenite substrate; Potency, µM (highest dose often 114 µM), without a hit: at the top dose activity change, negative = inhibition, usual class: inhibitors; 1% of 390,000 active; further: potency means the concentration at half of the fitted maximal effect; on the % scale 0 is the no-effect control and ±100 the full control effect; nearly all actives have a fitted effect of over 65% in size
#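 Rat TrxR1 (90 nM in the dispensed reagent) was pre-reduced with 400 uM NADPH for 5 min at room temperature, then incubated with compound for 15 min. After 400 uM selenite was added, NADPH fluorescence (Ex 340/Em 450 nm) was followed for 8 min.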
# Numbers without * were called inactive; i = inactive; ? = inconclusive; . = not tested or not shown; & = joins results of further samples; [ ] = remark or other dose. Unless noted, the call rests on the fitted dose curve; in most records, active means well fitted curve in the direction sought with a large enough effect; inconclusive means small, poorly fitted or top-dose-only effect, or another doubt; inactive means no such curve, though single readings can be large; an effect the other way counts as inactive or inconclusive. The list is partial; count on the stated rates, not on these rows.
SMILES,mIDH1 inhibitor,USP1-UAF1 inh,TrxR1 substrate,GLS inhibitor,Pin1 inhibitor,PI4K2A inh,Tb PGK inh,HP1b chromo inh,rTrxR1 inhibitor
COC(=O)c1ccc(COc2ccc(-c3nnn(CC(=O)NC(C)(C)C)n3)cc2)cc1,-1%,-17%,-2%,-8%,1%,-1,-2%,23%,4%
O=C(Nc1ccccc1Cl)Nn1cnnc1,0%,-11%,-2%,2%,?,-1,3%,29%,3%
COc1cccc(N/C(SCc2ccccc2Cl)=C(/C#N)C(=O)NCc2cccs2)c1,7%,-13%,-12%,-4%,-8%,4,2%,29%,-10%
CCn1ncc(NC(=S)Nc2ccc(OC)c(OC)c2)c1C(N)=O,13%,-16%,-6%[57.1 µM],-29%,-9%,0,-2%,0%,24%[57.1 µM]
COc1ccc(CCC(=O)OCC(=O)c2cccc(OC)c2)cc1,18%,-5%,5%[57.1 µM],-4%,-3%,0,i,16%,17%[57.1 µM]
O=C(O)c1ccc(NCc2nc3ccccc3n2CCOc2ccccc2Cl)cc1,3%&12%,-26%&-16%,4%&2%,9%&38%,0%&-8%,3&-4,-7%&-3%,28%&38%,9%&-6%
CN1CCc2c(sc(/N=C/c3cccs3)c2C(N)=O)C1,2%,?,113%[activator],?,?,-19,i,-11%,5%
Cc1ccccc1Nc1nc(N)nc(COC(=O)c2cccc(S(=O)(=O)N(C)c3ccccc3)c2)n1,6%,-15%,-12%,-16%,6%,0,i,20%,-7%
CC(=O)c1cc2c(cc1NC(=O)Cn1cnc3ccccc3c1=O)OCO2,-18%,0%,5%,11%,-1%,0,1%,13%,-3%
Cc1ccccc1Cn1c(C)c(CNCCCc2ccccc2)c(C(=O)O)c1C,-10%,-23%,0%,-6%,-20%,-2,-2%,9%,6%
Cc1ccc2c(c1)c1nnc(SCC(=O)Nc3ccc(N(C)C)cc3)nc1n2CC(=O)O,-3%,-19%,-4%,28%,?,-4,-5%,-1%,0%
COC(=O)c1cn(C(=O)c2ccc3c(c2)OCO3)c2ccccc12,13%,-13%,.,-12%,.,4,-1%,.,.
CCNC(=S)N/N=C/c1cc(C)n(-c2ccc(Cl)cc2)c1C,-6%,-20%,5%[57.1 µM],-12%,2%,0,-2%,?,15%[57.1 µM]
Cc1cc(O)c(C(C)C)cc1N=Cc1cc([N+](=O)[O-])ccc1O,14%,-7%,-16%,9%,1%,-1,4%,15%,-27%
Cc1ccc(NS(=O)(=O)c2ccc3c(c2)CC(=O)N3)cc1C,4%,-13%,12%[57.1 µM],9%,-1%&-2%,-2,-3%,21%,21%[57.1 µM]

# 3 of the compounds above, as tab-separated lines.
canonical_smiles	mIDH1 inhibitor	USP1-UAF1 inh	TrxR1 substrate	GLS inhibitor	Pin1 inhibitor	PI4K2A inh	Tb PGK inh	HP1b chromo inh	rTrxR1 inhibitor
Cc1ccc(NS(=O)(=O)c2ccc3c(c2)CC(=O)N3)cc1C	4%	-13%	12%[57.1 µM]	9%	-1%&-2%	-2	-3%	21%	21%[57.1 µM]
COc1ccc(CCC(=O)OCC(=O)c2cccc(OC)c2)cc1	18%	-5%	5%[57.1 µM]	-4%	-3%	0	i	16%	17%[57.1 µM]
Cc1cc(O)c(C(C)C)cc1N=Cc1cc([N+](=O)[O-])ccc1O	14%	-7%	-16%	9%	1%	-1	4%	15%	-27%

# Carrying on.
SMILES,mIDH1 inhibitor,USP1-UAF1 inh,TrxR1 substrate,GLS inhibitor,Pin1 inhibitor,PI4K2A inh,Tb PGK inh,HP1b chromo inh,rTrxR1 inhibitor
COc1cccc(C(=O)OCC(=O)N2CCc3ccccc3C2)c1OC,11%,-4%,6%[57.1 µM],-6%,5%,-3,-3%,20%,16%
CC(=O)Oc1cc(O)c2c(c1)OC(c1ccc(OC(C)=O)c(OC(C)=O)c1)C(OC(C)=O)C2=O (centres undefined),52µM*,-13%,-4%,37%[activator],9%,4,4%,10%,?
COc1ccc(C(=O)N/C(=C\c2ccc(Cl)cc2)C(=O)NCC2CCCO2)cc1 (centres undefined),10%,-16%,-2%,-3%,-7%,-3,i,20%,-1%
CC(C)(C)c1ccc(OC(=O)c2ccc3snnc3c2)cc1,5%,-9%,-4%[57.1 µM],-20%,-2%,2,5%,42%[activator],4%[57.1 µM]
O=C(c1c[nH]c(C(=O)C(Cl)(Cl)Cl)c1)c1ccccc1Cl,-25%,-22%,-1%,3%,-1%,1,-6%,11%,-2%
CCCCn1c(SCC(=O)O)nc2ccccc21,3%,-7%,9%,1%,-9%,8,-11%,13%,21%
COc1ccc(CNC(=O)C[C@H]2C[C@H](C(=O)N3CCOCC3)[C@@]3(CCC4CCCC4)c4[nH]c5ccc(Cl)cc5c4CCN3C2=O)cc1OC,0%,-16%,-4%,-3%,12%,0,-1%,-16%,7%
N#Cc1ccccc1OCCCN1CCC(Cc2ccccc2)CC1,1%,-7%,-5%,12%,0%,-4,11%,?,-4%
CC(=O)Nc1ccc(NS(=O)(=O)c2c(C(=O)N3CCC(C)CC3)c(C)n(C)c2C)cc1,-17%,-22%,-1%[57.1 µM],9%,-5%,7,4%,28%,4%[57.1 µM]
CC(C)n1c(-c2ccc(N(C)C)cc2)nc2ccccc21,7%,-23%,175%[activator][57.1 µM],17%,-3%&83%,-5,i,?,31%[57.1 µM]
C/C(Nc1ccc(Cl)cc1)=C1/CCOC1=O,-1%,-14%,-3%,17%,-1%,4,-4%,17%,-22%
CCOC(=O)c1c(-c2ccc(C)cc2)csc1NC(=O)c1cc(=O)c2cc(C)c(C)cc2o1,10%,-15%,3%,-2%,-21%,0,-2%,15%,0%
CC(NS(=O)(=O)c1ccc(OCC(=O)N2CCOCC2)cc1)c1ccccc1 (centres undefined),4%,-1%,10%[57.1 µM],8%,-3%,0,1%,11%,6%[57.1 µM]
CCN(c1ccc(C)cc1C)S(=O)(=O)c1nnc(NC(=O)c2ccc(F)cc2)s1,-14%,?,5%[11.4 µM],4%,-3%,-2,i,12%,10%
COc1cccc(CNC(=O)Cn2nc(C)c([N+](=O)[O-])c2C)c1,-5%,3%,-5%,-2%,-1%,-2,3%,20%,-2%

# Four compounds picked at random from those above, as already listed:
SMILES,mIDH1 inhibitor,USP1-UAF1 inh,TrxR1 substrate,GLS inhibitor,Pin1 inhibitor,PI4K2A inh,Tb PGK inh,HP1b chromo inh,rTrxR1 inhibitor
COc1cccc(C(=O)OCC(=O)N2CCc3ccccc3C2)c1OC,11%,-4%,6%[57.1 µM],-6%,5%,-3,-3%,20%,16%
CCOC(=O)c1c(-c2ccc(C)cc2)csc1NC(=O)c1cc(=O)c2cc(C)c(C)cc2o1,10%,-15%,3%,-2%,-21%,0,-2%,15%,0%
C/C(Nc1ccc(Cl)cc1)=C1/CCOC1=O,-1%,-14%,-3%,17%,-1%,4,-4%,17%,-22%
COc1ccc(CCC(=O)OCC(=O)c2cccc(OC)c2)cc1,18%,-5%,5%[57.1 µM],-4%,-3%,0,i,16%,17%[57.1 µM]

# Following part:
SMILES,mIDH1 inhibitor,USP1-UAF1 inh,TrxR1 substrate,GLS inhibitor,Pin1 inhibitor,PI4K2A inh,Tb PGK inh,HP1b chromo inh,rTrxR1 inhibitor
Cc1ccccc1-n1cc(CNC(=O)CCc2nnc(CCc3ccccc3)o2)cn1,9%,-10%,-11%[57.1 µM],-13%,0%,1,-21%,34%,17%[57.1 µM]
CCOC(=O)c1cnc2ccc(OCC)cc2c1Nc1ccc(OCc2ccccc2Cl)cc1,20%,-17%,2%,3%,8%,1,5%,51%[activator],4%
CCN(CC)CCN1C(=O)c2oc3ccccc3c(=O)c2C1c1ccccc1 (centres undefined),0%,-14%,10%[57.1 µM],0%,1%,-6,-10%,14%,12%[57.1 µM]
CCN(C(=O)Cn1nc(C)c([N+](=O)[O-])c1C)C1CCS(=O)(=O)C1 (centres undefined),-2%,2%,-12%[57.1 µM],1%,1%,2,2%,48%[activator],13%
CCCn1nnc(NC(=O)c2cccc(OCC(C)C)c2)n1,2%,-18%,-8%,0%,1%,1,8%,45%[activator],-13%
COc1cccc(-c2nnc(SCC(=O)Nc3cc(C)on3)o2)c1,2%,-17%,-2%,-5%,18%,-2,-1%,12%,3%
CC1=C(C(=O)Nc2ccc(F)cc2)C(c2ccc(C)o2)C2=C(CC(C)(C)CC2=O)N1 (centres undefined),-3%,-11%,1%,7%,-2%,10,3%,26%,-13%
Cc1ccc(S(=O)(=O)N2CCCCC2)cc1NC(=O)C1=NN(c2ccccc2)C(=O)CC1,7%,-22%,-3%,8%,33%[activator],-6,0%,36%,18%
